# KDM5B inhibitor = inhibitors of human KDM5B histone demethylase; Q9UGL1; KDM5B demethylase, FDH-coupled NADH fluorescence (FDH is formaldehyde dehydrogenase); Potency, µM (highest dose often 57.7 µM), without a hit: at the top dose activity change, negative = inhibition, actives largely listed as inhibitors; 220,000 compounds, 2.6% hits; active means well fitted inhibition curve with a large enough effect; inconclusive means small, poorly fitted or top-dose-only effect; inactive means no such curve, though single readings can be large or run the other way; further: 0% is about no effect; nearly all actives have a fitted effect of over 70% in size
# Target sequence (Q9UGL1 whole entry, looked up): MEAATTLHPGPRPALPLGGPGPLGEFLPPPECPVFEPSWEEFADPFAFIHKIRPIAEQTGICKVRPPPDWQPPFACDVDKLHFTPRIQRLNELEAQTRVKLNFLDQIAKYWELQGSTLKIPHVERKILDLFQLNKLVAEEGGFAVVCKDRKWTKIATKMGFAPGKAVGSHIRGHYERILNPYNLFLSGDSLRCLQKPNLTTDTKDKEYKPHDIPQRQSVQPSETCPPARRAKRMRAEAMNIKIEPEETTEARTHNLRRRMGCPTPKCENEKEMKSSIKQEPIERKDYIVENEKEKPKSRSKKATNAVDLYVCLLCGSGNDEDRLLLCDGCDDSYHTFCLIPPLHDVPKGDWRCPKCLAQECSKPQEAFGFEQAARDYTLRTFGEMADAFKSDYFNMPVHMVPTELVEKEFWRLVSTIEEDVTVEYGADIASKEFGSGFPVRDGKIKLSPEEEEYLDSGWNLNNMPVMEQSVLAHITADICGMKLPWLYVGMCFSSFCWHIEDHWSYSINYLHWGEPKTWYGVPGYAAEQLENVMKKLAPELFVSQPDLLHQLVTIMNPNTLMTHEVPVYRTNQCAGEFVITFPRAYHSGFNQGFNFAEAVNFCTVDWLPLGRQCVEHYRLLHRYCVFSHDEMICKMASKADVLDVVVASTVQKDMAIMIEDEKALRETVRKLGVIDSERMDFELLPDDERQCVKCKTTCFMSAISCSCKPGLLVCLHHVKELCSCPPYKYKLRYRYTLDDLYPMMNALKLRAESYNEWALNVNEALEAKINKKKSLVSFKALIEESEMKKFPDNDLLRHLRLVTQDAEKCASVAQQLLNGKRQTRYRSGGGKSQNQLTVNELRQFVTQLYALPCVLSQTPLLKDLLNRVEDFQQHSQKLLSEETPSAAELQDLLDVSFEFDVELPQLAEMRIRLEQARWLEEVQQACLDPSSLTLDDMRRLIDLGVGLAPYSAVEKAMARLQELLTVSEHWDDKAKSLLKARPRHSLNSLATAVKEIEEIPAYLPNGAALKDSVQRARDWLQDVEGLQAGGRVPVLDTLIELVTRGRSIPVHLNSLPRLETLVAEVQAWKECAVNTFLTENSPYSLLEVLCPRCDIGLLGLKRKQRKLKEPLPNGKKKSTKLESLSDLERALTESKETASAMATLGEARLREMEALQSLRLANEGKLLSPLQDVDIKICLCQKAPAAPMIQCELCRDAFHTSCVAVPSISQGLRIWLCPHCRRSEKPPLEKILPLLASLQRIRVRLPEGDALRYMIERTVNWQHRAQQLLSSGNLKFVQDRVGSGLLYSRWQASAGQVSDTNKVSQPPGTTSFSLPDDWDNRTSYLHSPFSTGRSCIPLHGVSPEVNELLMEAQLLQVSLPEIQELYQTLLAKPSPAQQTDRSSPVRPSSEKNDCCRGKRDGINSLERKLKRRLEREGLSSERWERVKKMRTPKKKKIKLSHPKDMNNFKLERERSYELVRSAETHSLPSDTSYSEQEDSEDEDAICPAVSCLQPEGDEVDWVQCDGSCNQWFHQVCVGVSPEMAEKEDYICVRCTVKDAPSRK
#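 Compound dilutions met 200 nM (final) KDM5BΔAP for 10 min at room temperature before substrate addition. The substrate mix held 12.5 µM H3K4me3 with cofactors 25 µM α-ketoglutarate and 50 µM Fe²⁺. NADH signal gain over 30 min defined activity.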
# Active calls of the source: *; i = inactive; ? = inconclusive; [ ] = another dose, or the depositor's remark. Potency means the concentration at half of the fitted maximal effect. This is a subset, so the mix of outcomes need not match the whole.
# Preview, three compounds:
KDM5B inhibitor	smiles
-7.5%	N=C1SCC(=O)N1c1ncc(Cc2cccc(Cl)c2)s1
19.6%	CN(CC(=O)NCC(=O)Nc1ccc(F)cc1)CC(=O)Nc1ccc(Cl)c(C(F)(F)F)c1
-23.7%	CC(C)c1ccc(NC(=O)c2cc(S(=O)(=O)N3CCCCC3)cn2C)cc1

# The whole of this part, previewed entries included:
KDM5B inhibitor	smiles
-7.5%	N=C1SCC(=O)N1c1ncc(Cc2cccc(Cl)c2)s1
19.6%	CN(CC(=O)NCC(=O)Nc1ccc(F)cc1)CC(=O)Nc1ccc(Cl)c(C(F)(F)F)c1
-23.7%	CC(C)c1ccc(NC(=O)c2cc(S(=O)(=O)N3CCCCC3)cn2C)cc1
8.7%	O=c1c2ccccc2ncn1Cc1ccccc1
-3.5%	Cc1nnnn1CC(=O)NCc1cccnc1N(C)CCc1ccccn1
-9.3%	COCCc1noc([C@@H]2CN(CC3CCCCC3)C[C@H]2CO)n1
2.1%	CCOc1ccc(-c2cccc(NS(=O)(=O)c3ccc(C)s3)c2)nn1
16.9%	Cc1ccc(NC(=O)Cn2nc3n(c2=O)CCCCC3)cc1C
50.1µM*	O=C(NC1CC1)c1ccc2nnc(-c3ccc(Cl)cc3)n2c1
20.7%	Cc1ccc(-c2cc(C(=O)Nc3c(C)n(C)n(-c4ccccc4)c3=O)no2)cc1C
-7.7%	Cc1cccc(NC(=O)c2cnc3ccccc3n2)n1
?	O=C(C1COc2ccccc2O1)N1CCc2nc3cc(-c4ccccc4)[nH]n3c(=O)c2C1 (stereo not given)
-25.3%	CCOc1ccc(-c2cc3c(=O)n(CC(=O)NCc4ccccc4)ccn3n2)cc1
-4.8%	COc1cccc(CNC(=O)c2cc3n(n2)CCCN(Cc2ccc(C)cc2)C3=O)c1OC
-2.3%	COc1ccc(-n2c(COc3ccc(Cl)cc3)nnc2SCC(=O)C(C)(C)C)cc1
?	COc1ccc(CC(=O)NCCc2csc(-c3ccc(C(F)(F)F)cc3)n2)cc1
17.9%	Cc1ccc(CNc2oc(COc3ccccc3F)nc2C#N)cc1
13.1%	COc1ccc(C(=O)N2CC3CC(C2)[C@H]2CCCC(=O)N2C3)c(OC)c1 (stereo not given in full)
-11.8%	O=C1NCCCCCN(C(=O)NCCc2ccccc2)[C@H]2CCCC[C@@H]12
-28.8%	CCN1C(=O)C(Cc2nc3ccccc3c(=O)n2-c2cccc(C)c2)c2ccccc21 (stereo not given)
-14.5%	Cn1c(COc2ccc(Cl)cc2)nnc1SCC(O)COc1ccc(C(C)(C)C)cc1 (stereo not given)
?	COc1ccc(NC(=O)Nc2cccc(-c3ccc(N4CCOCC4)nn3)c2)cc1F
8.1%	O=C(NCc1coc(-c2cccs2)n1)C1(c2ccc(Cl)cc2)CC1
?	Cc1ccc2c(c1)C1CC(c3ccccc3Cl)=NN1C1(CCN(C)CC1)O2 (stereo not given)
-0.1%	O=C(CCC1CCN(C(=O)c2ccccc2)CC1)NCC1CCCCC1
-17.9%	CCS(=O)(=O)N(C1CC1)C1CCOC2(CCN(C(=O)c3ccc(F)cc3)CC2)C1 (stereo not given)
29.8%	CN(C)C(=O)CNC(=O)c1cccc(S(=O)(=O)NCCn2ccnc2)c1
-26.2%	NC(=O)c1ccccc1NC(=O)C(c1ccccc1)c1ccccc1
?	Cc1sc2nc(CSCC(=O)Nc3ccc(C(=O)N(C)C)cc3)[nH]c(=O)c2c1C
?	CCCc1noc(CN(C)C(/C=C/c2ccccc2)C(=O)O)n1 (stereo not given)
22.5%	Cc1ccc(SC(C)C(=O)NC2CCCC2)cc1C (stereo not given)
9.5%	CC(=O)c1nnn(-c2nc(N3CCCC3)nc(N3CCCC3)n2)c1C
6.3%	Cc1nc2cc(NS(=O)(=O)c3c(C)c(C)cc(C)c3C)ccc2o1
?	Cc1ccc(NC(=O)C2=C(c3ccccc3)NC(=S)NC2c2ccc(C(C)(C)C)cc2)cc1 (stereo not given)
3.1%	Cc1cccc(Oc2c(C(F)(F)F)oc3cc(OCC(=O)OC(C)C)ccc3c2=O)c1
i	COCc1nnc(NC(=O)c2ccc3ccn(Cc4ccccc4)c3c2)s1
-4.5%	CCc1ccc(-n2c(=O)c3c(C)c(C(=O)N(C)C)sc3n(Cc3ccccc3C#N)c2=O)cc1
?	O=C1CC(c2ccccc2)N(C(=O)CNS(=O)(=O)c2cccc(F)c2)CCCCCN1 (stereo not given)
8.0%	O=C(NC1CCCC1)c1nc(-c2ccc3cc[nH]c3c2)no1
1.5%	Cc1cnn(C)c1S(=O)(=O)NC1CC(c2cc(N3CCCC3)ncn2)C1 (stereo not given)
-13.5%	COc1ccc(C2Cn3nnc(-c4nc(-c5ccc(F)cc5)no4)c3CO2)cc1 (stereo not given)
-19.1%	CCOc1cccc(CC(=O)N2CCc3c([nH]c4ccccc34)C2c2ccc(F)cc2)c1OCC (stereo not given)
9.3%	CSc1ccc(/C=C/c2nc(N)nc(-c3ccccc3O)n2)cc1
-25.4%	O=C1CC(c2ccccc2)N(Cc2ccncc2)CCCN(C(=O)CN2CCCCCC2)CCN1 (stereo not given)
-12.8%[86.2 µM]	CC1=C[C@@H](CC#N)[C@H](C(C)C)C[C@H]1CC(=O)N1CCC(C)CC1
27.0%	CC(=O)NC(=S)Nc1ccc(NC(=O)c2cccnc2)cc1
i	CC(C)c1nc(N2CCN(C(=O)C(=O)NCCCO)CC2)c(C#N)c2c1CCCC2
-17.2%	Cc1nc(C)c(C(=O)NCC23CCCC=C2N(CC2CC2)C(=O)CC3)s1 (stereo not given)
8.8%	COC(=O)c1ccc(N2C[C@H]3OC(=O)N(Cc4ccccc4OC)[C@H]3C2)nc1
15.4%	CNC(=O)Nc1ccc(C2(C(=O)N3CCN(c4ccccc4)CC3)CCC2)cc1

# Ordered by heavy-atom count (smallest number first): three of the compounds above
KDM5B inhibitor	smiles
?	CCCc1noc(CN(C)C(/C=C/c2ccccc2)C(=O)O)n1 (stereo not given)
9.3%	CSc1ccc(/C=C/c2nc(N)nc(-c3ccccc3O)n2)cc1
-13.5%	COc1ccc(C2Cn3nnc(-c4nc(-c5ccc(F)cc5)no4)c3CO2)cc1 (stereo not given)

# (more compounds)
KDM5B inhibitor	smiles
15.3%	Cc1ccc2onc(CNC(=O)N3CCN(c4cccc(C)c4C)CC3)c2c1
-2.7%	CCOC(=O)c1c(C)oc2ncnc(Nc3ccc(OC)cc3OC)c12
?	CCOc1ccc(-c2cnc(NCc3cccc(Cl)c3)n2C)cc1
-1.9%	O=C(Nc1ccccc1F)c1cc2cc(Br)ccc2oc1=O
-16.5%	Cc1cccc(N2C(=O)CSC23CCN(C(=O)COc2ccccc2)CC3)c1
-16.8%	Cc1ccc(C(c2sc3nc(-c4ccco4)nn3c2O)N2CCOCC2)cc1 (stereo not given)
-26.1%	COc1ccc(C)cc1NS(=O)(=O)c1ccc2c3c(cccc13)C(=O)N2
33.1%	COc1ccc(CN2CC(OCc3cccnc3)CN(C(=O)c3ccccn3)CC2=O)cc1 (stereo not given)
14.8%	CCn1c(CN2CCN(Cc3csc(C)n3)CC2)nnc1C1CC(N)C1 (stereo not given)
1.2%	COc1cccc(C2CC(=O)Nc3c2c(=O)nc2c(C)cccn32)c1 (stereo not given)
-17.0%	CC(C)(C)n1nnnc1C1CC2(CCOCC2)C(=O)N1Cc1ccc(F)cc1F (stereo not given)
9.9%	COCCn1ccc2cc(C(=O)Nc3ccc4c(c3)C(=O)N3CCC[C@H]3C(=O)N4)ccc21
9.3%	COc1cc(NC(=O)CCn2ccnc2)cc(OC)c1OC
-5.6%	COc1ccc(N(CC(=O)Nc2c(C)n(C)n(-c3ccccc3)c2=O)S(C)(=O)=O)cc1Cl
-14.0%	O=C(CCSc1nnc(NC2CC2)s1)Nc1ccc(Br)cc1
12.8%	COc1ccc(CCc2nnc(NC(=O)c3ccccc3)s2)cc1
23.2%	CN(C)CCCNC(=O)C1CCCN(S(=O)(=O)c2ccccc2)CCC(=O)NCC1 (stereo not given)
21.1%	CNC(=O)c1c(NC(=O)c2cc(=O)c3ccccc3o2)sc2c1CCC2
-7.9%	COC(=O)c1cc2occc2n1CC(=O)Nc1ccc(C(C)C)cc1
?	Cc1nnc(NC(=O)c2ccc3ccn(C)c3c2)s1
0.8%	Cc1c(OCC(=O)Nc2cc(Cl)cc(Cl)c2)c(=O)ccn1C
-14.9%	CC(=O)c1ccc(N2C(=O)Nc3ccccc3S2(=O)=O)cc1
-13.9%	COc1ccc(-c2ccc(C#N)c(SCC(=O)NCCc3ccc(OC)c(OC)c3)n2)cc1
-30.2%	COCCC(=O)NCC12CCC=C1N(CC1CC1)C(=O)CC2 (stereo not given)
4.6%	O=C(Nc1ccc(Cl)cc1)c1cccc(S(=O)(=O)Nc2ccccn2)c1
?	O=C1NC(C(=O)Nc2ccc(F)cc2)Cn2cccc21 (stereo not given)
?	O=C(Nc1cccc(-c2nc3ccccc3s2)c1)C1CCN(C(=O)c2ccco2)CC1
?	CC(=O)c1cc(CN(CCc2ccccc2)CC2CCCN(C)C2)cs1 (stereo not given)
13.7%	Cc1noc(C)c1CN1CCN(C(=O)c2cc(C3CC3)nn2-c2ccccc2)CC1
?	COc1ccc2cc(C(=O)OCC(=O)NCC3CCCO3)c(C)nc2c1 (stereo not given)
?	O=C(C1CCCC1)N1CC2(CCCN(C3CCCCC3)C2)Cc2ccccc21 (stereo not given)
41.7%	COCCNC(=O)C(c1ccc(C)cc1)N(C(=O)CCC(=O)Nc1ccccn1)c1cccc(C)c1 (stereo not given)
6.0%	COc1ccc(CCNC(=O)CN(c2ccc(Br)c(C)c2)S(C)(=O)=O)cc1OC
-11.1%	O=C(OCCc1ccccc1)c1cccc([N+](=O)[O-])c1
-12.5%	O=C(NCC1Cn2cccc2C(=O)N1Cc1ccccc1)c1ccccc1F (stereo not given)
-14.0%	COCC(=O)N1CCC(CCOc2ccc(C)cc2)C1 (stereo not given)
-11.0%	CCN(CC(=O)Nc1c(F)cccc1F)C(=O)CCCc1c[nH]c2ccccc12
25.1µM*	O=C(C1CCCN(c2nc3ncccc3o2)C1)N1CCN(c2ncccn2)CC1 (stereo not given)
-8.5%	COC(=O)c1ccc(COc2ccc(C(=O)OC)cc2Br)cc1
11.6%	CCOC(=O)c1ccc(NS(=O)(=O)c2ccc3c(c2)n(C)c(=O)n3C)cc1
?	COc1ccc2[nH]c(C(=O)NCc3cccnc3)c(C)c2c1
-5.4%	CCCN(CCC)CCNC(=O)c1sc2nc3n(c(=O)c2c1C)CCCCC3
-8.4%	COc1cc(/C=C/c2cc(C(=O)O)c3ccccc3n2)ccc1OCCC(C)C
-2.1%	CCOC(=O)CNC(=O)c1ccc(-c2nn(C)c(=O)c3ccccc23)cc1
5.3%	COc1cccc(S(=O)(=O)N2CCCN(S(=O)(=O)c3ccccc3)CCC(=O)NCC2)c1
-3.7%	N#Cc1ccc(C(=O)N2CCOCCNC(=O)[C@@H]3CCC[C@@H]32)cc1
-12.0%	O=C(c1cccnc1)N1CCN(C(=O)c2nnn3c2COC(c2ccc(Cl)cc2)C3)CC1 (stereo not given)
-8.2%	C=CCn1c(SC)nc2c1c(=O)n(C)c(=O)n2C
-5.4%	CC(C(=O)O)N1CC2(CCC1=O)CCN(C(=O)CN1CCCC1)CC2 (stereo not given)
0.1%	CC(=O)c1ccc(NC(=O)c2onc(C)c2Cl)cc1

# Part of the list above, reformatted.
smiles: COCC(=O)N1CCC(CCOc2ccc(C)cc2)C1 (stereo not given)
  KDM5B inhibitor: -14.0%

smiles: CCN(CC(=O)Nc1c(F)cccc1F)C(=O)CCCc1c[nH]c2ccccc12
  KDM5B inhibitor: -11.0%

smiles: O=C(C1CCCN(c2nc3ncccc3o2)C1)N1CCN(c2ncccn2)CC1 (stereo not given)
  KDM5B inhibitor: 25.1µM*

smiles: COC(=O)c1ccc(COc2ccc(C(=O)OC)cc2Br)cc1
  KDM5B inhibitor: -8.5%

# Remaining list, next part
KDM5B inhibitor	smiles
-6.5%	Cc1ccc(Nc2nc(N)c(C(=O)c3cc(C)ccc3C)s2)cc1
-8.2%	N#Cc1c2n(c(=O)n(CCOc3ccccc3)c1=O)CCC2
?	COc1ccc(-c2cc3cc(OC)c(OC)cc3c(C)n2)cc1C
-30.9%	CCc1ccc(C(=O)N2CCC(c3cc(-c4cccc(OC)c4)n[nH]3)CC2)cc1
19.9%	CCn1c(SCC(=O)Nc2nc(C)cs2)nnc1-c1ccncc1
13.1%	Oc1cccc(CN(Cc2cn(-c3ccccc3)nn2)C2CC2)c1
-4.1%	CCCC(=O)N1CCN(c2nnc(-c3ccc(C)cc3)c3ccccc23)CC1
?	Cc1ccc2cccc(NC(=O)C(C)Oc3ccc(C)c(C)c3)c2n1 (stereo not given)
-3.3%	O=C(Nc1ccccc1)N(Cc1ccc(Cl)cc1)c1ccccn1
14.2%	Cc1ccc(-c2nnc(SCC(=O)c3ccc4c(c3)NC(=O)CO4)o2)cc1C
?	COc1cc(-c2cc(C(=O)Nc3cccc(C(C)=O)c3)c3ccccc3n2)cc(OC)c1OC
?	CN(Cc1ccc(-c2ccc(Br)cc2)o1)C(=O)CSc1nnc(C2CC2)n1C1CC1
18.0%	CC(C)Cn1c(CN2CCCC(C)C2)nc2c1c(=O)n(C)c(=O)n2C (stereo not given)
-11.4%	CCOC(=O)c1c(S(=O)(=O)N2CCCC(C(=O)Nc3ccc(F)cc3F)C2)c(C)n(C)c1C (stereo not given)
-8.4%	Cc1ccc(C(=O)NC(C)c2nnc(SCC(=O)NC3CCCC3)n2C)cc1 (stereo not given)
-17.0%	CC(C)CCn1c(N2CCN(c3ccccc3)CC2)nc2c1c(=O)[nH]c(=O)n2C
?	COc1cccc(C2C(=O)N(C3CCCCC3)CC(=O)N2Cc2ccc(Cl)cc2)c1 (stereo not given)
-25.3%	COc1ccc(-n2ccn(Cc3ccc(C)cc3)c(=O)c2=O)cc1OC
2.6%	COc1ccc(CCC(=O)NC2CC(=O)N(c3cccc(F)c3)C2)cc1 (stereo not given)

# Screening data as filed in PubChem.
